High-throughput results from PubChem BioAssay.
Mtb UGM inh – inhibitors of M. tuberculosis UDP-galactopyranose mutase. P9WIQ1. purified UGM, fluorescence polarization probe displacement. inhibition, % at 10 µM. 0.06% of 320,000 active; in the data active = inhibition above about 10%, passing the limit was not always enough; inconclusive = no clear call, values can overlap the other calls
Target sequence (P9WIQ1 whole entry, looked up): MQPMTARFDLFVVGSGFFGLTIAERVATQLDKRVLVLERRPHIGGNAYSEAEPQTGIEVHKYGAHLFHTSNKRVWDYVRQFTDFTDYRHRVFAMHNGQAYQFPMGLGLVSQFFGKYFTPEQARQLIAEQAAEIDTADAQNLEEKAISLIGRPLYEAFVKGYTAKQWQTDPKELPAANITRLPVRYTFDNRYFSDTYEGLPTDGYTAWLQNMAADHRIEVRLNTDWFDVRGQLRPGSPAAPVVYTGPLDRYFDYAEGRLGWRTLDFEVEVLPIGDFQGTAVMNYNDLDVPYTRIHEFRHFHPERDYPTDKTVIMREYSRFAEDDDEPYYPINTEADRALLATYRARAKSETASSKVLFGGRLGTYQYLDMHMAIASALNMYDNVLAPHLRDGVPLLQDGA
PrPC surface inh – reduces human prion protein on the cell surface. P04156. cell surface PrPC, TR-FRET read-out. inhibition, % at 13.8 µM. 0.43% of 370,000 active; in the data active = inhibition above about 24%; note: 0% = median of the test wells and 100% = reference compound wells
BoNT A protease – blocks Botulinum neurotoxin A light chain protease. multiplex microsphere protease substrate cleavage, flow cytometry. inhibition, % at 10 µM. 0.17% of 360,000 active; in the data active = inhibition above about 30%; inconclusive = no clear call, values can overlap the other calls; note: plate controls were buffer without enzyme for full effect and enzyme alone for no effect
CCHFV vOTU inh – CCHFV vOTU protease inhibition; AID 651958; Pep-AMC fluorescence; 0.55% of 370,000 active; inhibition, % at 11.5 µM; note: 0% = vehicle wells with enzyme and 100% = no enzyme wells
BioA inh – inhibitors of Mycobacterium tuberculosis BioA enzyme. purified M. tuberculosis BioA enzyme, plate reader. inhibition, % at 9.99 µM. 0.096% of 360,000 active. AID 602481; in the data active = inhibition above about 40%; inconclusive = no clear call, values can overlap the other calls
FBA Mtb inh – inhibits M. tuberculosis FBA enzyme; purified M. tuberculosis FBA, fluorescence read-out; inhibition, % at 1 µM; 2.3% of 360,000 active; in the data active = inhibition above about 27%;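 note: 0% = vehicle and 100% = reference inhibitor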
Target sequence (P9WQA3 whole entry, looked up): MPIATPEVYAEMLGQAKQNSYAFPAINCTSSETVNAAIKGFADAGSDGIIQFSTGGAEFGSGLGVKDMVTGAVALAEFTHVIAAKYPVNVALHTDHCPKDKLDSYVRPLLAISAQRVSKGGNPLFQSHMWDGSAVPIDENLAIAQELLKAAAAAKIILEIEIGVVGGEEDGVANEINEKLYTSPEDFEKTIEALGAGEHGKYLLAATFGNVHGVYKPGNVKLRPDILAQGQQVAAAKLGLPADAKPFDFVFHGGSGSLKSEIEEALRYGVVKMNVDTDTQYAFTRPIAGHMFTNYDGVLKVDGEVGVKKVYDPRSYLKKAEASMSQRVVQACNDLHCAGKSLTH
BoNT-F LC inh – BoNT F light chain protease inhibition; Multiplex microsphere protease cleavage assay, flow cytometry; inhibition, % at 10 µM; 0.22% of 360,000 active; AID 588497; in the data active = inhibition above about 35%, passing the limit was not always enough; inconclusive = no clear call, values can overlap the other calls; note: plate controls were buffer without enzyme for full effect and enzyme alone for no effect
FadD28 FP inh – inhibitors of Mycobacterium tuberculosis FadD28 bisubstrate binding. AID 588549. 0.22% of 360,000 active. inhibition, % at 12.5 µM. FadD28 bisubstrate probe binding, fluorescence polarization; in the data active = inhibition above about 8.5%, passing the limit was not always enough; inconclusive = no clear call, values can overlap the other calls
GDH-TPI inh – counter-screen for M. tuberculosis FBA inhibitors: GDH-TPI coupled enzymes. AID 588335. 1.2% of 360,000 active. inhibition, % at 4.8 µM. GDH-TPI coupled enzyme counterscreen, NADH absorbance;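 note: 0% = DMSO wells and 100% = wells lacking the enzyme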
* marks the source's active call; other numbers are inactive results; ? = inconclusive; nt = not tested or not shown. Cut-off read from the data, not from the text of the source, unless noted: active = inhibition above about 30%; inactive = the rest. Outcome played no part in choosing rows; any-hit rate near 4.8%.

SMILES	Mtb UGM inh	PrPC surface inh	BoNT A protease	CCHFV vOTU inh	BioA inh	FBA Mtb inh	BoNT-F LC inh	FadD28 FP inh	GDH-TPI inh
COC(=O)C1=CN(Cc2ccccc2)C=C(C(=O)OC)C1c1ccc(O)c(OC)c1	1.4	-2	-3.8	7	1.6	3	-16	0.2	4
CCCCOC(=O)C1=C(C)Nc2ncnn2C1c1ccc(OC)c(OC)c1OC (stereo not drawn)	-1.2	0	-1.8	13	1.6	-1	-3	-0.9	1
CCCNC(=O)c1cc(C2CCCCN2C(=O)OC)on1 (stereo not drawn)	nt	5	0.1	0	-0.2	0	-8	-0.5	5
c1csc(-c2nc(-c3ccncc3)no2)c1	0.7	-2	-0.6	0	-1.9	1	-3	-0.3	4
O=c1cc(NCCCO)c2ccccc2o1	-0.6	5	0.0	0	0.2	3	-7	-1.3	-2
O=C(NCC(c1cccnc1)N1CCN(c2ccccc2)CC1)c1ccco1 (stereo not drawn)	-0.1	5	1.5	-2	-0.8	-3	-3	-4.3	-7
Cc1cc(C)n(-c2nc(NC(C)C)nc(NC(C)C)n2)n1	0.2	7	-2.8	-10	-0.3	1	-12	-11	-2
CC(=O)C1CCC2C3CC=C4CC(SC(=N)N)CCC4(C)C3CCC12C (stereo not drawn)	nt	-20	-0.2	10	nt	1	-18	-20	-1
CC(=O)NCc1ccc(-c2csc(NC(=O)CCc3nc4ccccc4c(=O)[nH]3)n2)s1	1.9	-13	0.6	-7	-0.4	1	-9	-0.5	1
CC(=O)O[C@@]12CO[C@@H]1C[C@H](O)[C@@]1(C)C(=O)[C@H](O)C3=C(C)[C@@H](OC(=O)[C@H](O)[C@@H](NC(=O)c4ccccc4)c4ccccc4)C[C@@](O)([C@@H](OC(=O)c4ccccc4)C12)C3(C)C (stereo partly drawn)	-6.2	8	-0.4	-2	0.8	0	-3	-3.2	4
Cc1cc(C)n(CCN(C)Cc2nc(Cc3ccccc3F)no2)n1	-2.3	-6	1.1	7	nt	-1	12	-0.3	0
CN(C)CCNC(=O)c1cc2c(s1)-c1ccc(Cl)cc1SC2	-3.2	-5	-0.4	-98	-0.3	34*	-10	-28	6
Cc1ccc(NCc2nnc(SCC(=O)Nc3ncc(C)s3)n2Cc2ccco2)c(C)c1	-2.1	2	-0.5	-5	-1.7	-6	3	0.4	9
O=C(c1ccoc1)N1CCCC(N2CCN(c3ccc(F)cc3)CC2)C1 (stereo not drawn)	-1.6	-5	1.9	19	-0.6	0	4	-0.4	15
Cc1ccc(C(=O)COC(=O)CNC(=O)c2cccs2)cc1C	3.1	4	-0.2	7	-0.5	-3	-5	0.2	-1
CCN(CC)S(=O)(=O)c1cccc(-n2c(O)c(C=Nc3ccccc3C(=O)O)c3ccccc3c2=O)c1	2.1	8	-2.2	-7	0.8	5	-5	1.2	1
COC(=O)c1cccc(N2C(=O)c3cccnc3C2=O)c1	-1.2	0	nt	-6	0.1	3	nt	-1.2	2
Cc1cccc2cc(CN(CCN3CCOCC3)C(=O)NCc3ccccc3)c(=O)[nH]c12	1.0	5	0.2	12	-0.9	8	-7	-0.8	9
CCOC(=O)c1cc2sccc2n1CC(=O)OC(C)C	1.8	-7	-0.6	-4	1.2	-4	-2	-2.2	6
O=C(/C=C/c1ccc(Cl)cc1)Nc1nccs1	nt	-3	-1.3	12	nt	-3	-4	-5.4	12
Cc1noc(C)c1S(=O)(=O)Nc1ccc(C(=O)N2CCN(c3ccc(Cl)cc3)CC2)cc1	-1.4	0	-0.2	11	0.1	-4	-2	-3.4	1
CCNC(=O)COC(=O)c1[nH]c(C)c(C(=O)OC)c1C	-2.4	8	-0.4	-5	0.1	0	-5	-0.5	-3
C#CCNS(=O)(=O)c1ccc(F)cc1Br	nt	4	-0.6	-5	-2.6	2	-8	-1.6	5
CC(NC(=O)COC(=O)CCNC(=O)c1ccco1)C12CC3CC(CC(C3)C1)C2 (stereo not drawn)	8.5	10	-0.3	10	-0.9	3	-12	-1.8	-2
COc1ccc(C(=O)NC(=S)Nc2nnn(C)n2)cc1	2.1	3	-0.4	2	-0.9	-3	1	-0.4	3

Some of the entries so far, field by field:
COC(=O)c1cccc(N2C(=O)c3cccnc3C2=O)c1
  Mtb UGM inh = -1.2
  PrPC surface inh = 0
  BoNT A protease = nt
  CCHFV vOTU inh = -6
  BioA inh = 0.1
  FBA Mtb inh = 3
  BoNT-F LC inh = nt
  FadD28 FP inh = -1.2
  GDH-TPI inh = 2

Cc1cccc2cc(CN(CCN3CCOCC3)C(=O)NCc3ccccc3)c(=O)[nH]c12
  Mtb UGM inh = 1.0
  PrPC surface inh = 5
  BoNT A protease = 0.2
  CCHFV vOTU inh = 12
  BioA inh = -0.9
  FBA Mtb inh = 8
  BoNT-F LC inh = -7
  FadD28 FP inh = -0.8
  GDH-TPI inh = 9

CCOC(=O)c1cc2sccc2n1CC(=O)OC(C)C
  Mtb UGM inh = 1.8
  PrPC surface inh = -7
  BoNT A protease = -0.6
  CCHFV vOTU inh = -4
  BioA inh = 1.2
  FBA Mtb inh = -4
  BoNT-F LC inh = -2
  FadD28 FP inh = -2.2
  GDH-TPI inh = 6

Other records:
SMILES	Mtb UGM inh	PrPC surface inh	BoNT A protease	CCHFV vOTU inh	BioA inh	FBA Mtb inh	BoNT-F LC inh	FadD28 FP inh	GDH-TPI inh
COc1ccc2[nH]c(=O)c(NC(N)=S)nc2c1	3.3	-26	-0.3	8	0.9	-3	-6	-2.3	10
C=CCN(CC=C)Cc1ccc(C(=O)OC)o1	0.9	3	-4.8	4	-4.2	0	?	-0.9	7
N#C/C(=C\c1cn(CCOc2ccccc2)c2ccccc12)C(=O)NCC1CCCO1 (stereo not drawn)	-2.5	-1	-0.1	1	0.2	0	3	-5.1	12
COc1ccccc1C(=O)NCC(=O)Nc1ccccc1	-0.2	2	-0.3	3	-2.7	-5	4	-2.0	5
CCCCCCN1C[C@H](n2cc(COC(=O)c3ccccc3)nn2)[C@@H](O)C[C@@H]1c1ccc(C)cc1	nt	-4	-0.4	37*	-2.3	-4	-4	-2.4	1
O=C(C1CCCN(S(=O)(=O)c2ccc(Br)cc2)C1)N1CCN(Cc2ccccc2)CC1 (stereo not drawn)	0.9	-4	-234	16	0.3	2	-391	-4.1	2
Cc1ccc([C@H]2C(C(=O)O)=C[C@@H](C(C)(C)C)N2S(=O)(=O)c2ccc(C)cc2)cc1	-0.1	-3	-0.4	11	1.2	-3	0	-10.0	-4
Cn1cnnc1SCC(=O)Nc1ccc(OCc2ccccc2)cc1	1.5	0	-0.6	0	nt	2	0	-3.1	-1
C=CCn1c(=O)/c(=C/c2cc(OC)c(OC)c(OC)c2)s/c1=C(/C#N)c1nc2ccccc2n1C	4.5	-1	112*	4	-5.0	0	58*	-0.4	4
COc1ccc(C(=O)c2c[nH]c(C(=O)NCc3cccs3)c2)cc1	-1.7	1	-0.7	22	nt	-2	-20	-2.8	1
CN(C)C(CNC(=O)c1ccco1)c1cccs1 (stereo not drawn)	-3.3	-4	nt	-6	-0.3	2	nt	-0.8	2
Cc1cccc(OCC(=O)NCCNC(=O)c2cccnc2)c1	-0.9	7	1.4	-5	-0.1	1	-1	0.5	-8
Nc1nc2c(ncn2[C@@H]2O[C@H](CNCc3cnc(N4CCOCC4)nc3)[C@@H](O)[C@H]2O)c(=O)[nH]1	nt	3	0.4	-6	0.4	1	1	1.2	nt
COc1ccc(C(C(=O)NC2CCCCC2)N(C(=O)CCl)c2cccc(Cl)c2)cc1 (stereo not drawn)	0.3	2	1.2	5	-0.8	-1	8	-1.0	16
CCOC(=O)C(C)On1c(-c2ccccc2)nc2ccc([N+](=O)[O-])cc21 (stereo not drawn)	-0.1	-20	0.9	11	nt	0	4	-2.3	4
CCOc1ccc2ccccc2c1/C=N/NC(=O)CNC(=O)c1ccccc1F	0.5	12	-2.6	22	-1.3	-1	5	-2.6	5
c1ccc2c(c1)OCC(CNCC1COc3ccccc3O1)O2 (stereo not drawn)	-0.3	2	-2.0	15	-1.0	-1	-11	-4.0	-17
Cc1nn2cc(-c3ccc(N)cc3)nc2s1	-2.3	0	1.2	-6	-1.9	-1	-10	-1.2	6
c1ccc(CCc2ccccn2)cc1	nt	-5	-0.2	0	-1.5	0	-10	-2.0	7
CCCCCCn1nc(C(=O)N(CCCC)c2c(N)n(CCC)c(=O)[nH]c2=O)c2ccccc2c1=O	2.8	0	-0.7	5	0.0	-1	-2	-4.6	4
CCOC(=O)C1=CCC(c2ccccc2Cl)N(S(=O)(=O)c2ccc(C)cc2)C1 (stereo not drawn)	nt	-5	-0.3	-1	-4.1	0	-1	-4.0	nt
COc1ccc(N2C(=O)c3ccccc3NC23CCC(C)CC3)cc1 (stereo not drawn)	0.0	4	0.2	-12	nt	10	-1	1.9	1
Cc1cc(C(=O)OCCN2C(=O)c3ccccc3C2=O)c2ccccc2n1	0.9	-2	-0.1	5	0.0	2	5	0.3	6
Cc1nnsc1C(=O)Nc1cccc(Cl)c1Cl	-1.0	-5	-0.9	-4	-2.2	-2	-12	-1.4	3
COc1cc2c(cc1OC)C(c1ccccc1)N(C(=O)c1cccc(S(C)(=O)=O)c1)CC2 (stereo not drawn)	3.1	-1	1.5	-6	nt	-2	-14	nt	-4
More results
SMILES	Mtb UGM inh	PrPC surface inh	BoNT A protease	CCHFV vOTU inh	BioA inh	FBA Mtb inh	BoNT-F LC inh	FadD28 FP inh	GDH-TPI inh
Cc1cc(C)c2c(c1)/C(=N\N=c1\sc3ccccc3n1C)C(=O)N2	-2.3	-4	0.6	-15	-1.3	-1	-4	-3.9	-3
NC(=O)c1ccc(NC(=O)CS(=O)(=O)c2cn(CC(=O)N3CCCC3)c3ccccc23)cc1	1.1	6	1.3	8	-0.1	-1	4	-5.0	-5
O=C(NCSc1ccnc(SCNC(=O)c2ccccc2)n1)c1ccccc1	-0.5	3	-0.6	-11	-0.4	1	-3	-5.4	20
CCC(C)(C)C1CCC(=NNC(=O)c2ccoc2C)CC1 (stereo not drawn)	1.0	0	0.1	5	1.6	5	?	-2.4	-3
CCCCC(=O)Nc1cccc(NC(=O)c2ccc(Br)cc2)c1	-2.2	4	-1.6	-1	-1.4	0	-4	-2.2	7
CCSc1nsc(NC(=O)Nc2ccccc2F)n1	1.2	12	-1.0	2	-0.8	1	?	-0.6	-4
CNCCc1ccc(OC)c(OC)c1	-0.7	-3	-0.6	7	5.1	-1	7	-3.0	4
Cc1cc(C)c(CSc2ncc(-c3ccc([N+](=O)[O-])cc3)[nH]2)c(C)c1	-1.8	8	3.4	12	-0.6	-5	2	-3.9	4
COc1cccc(NC(=O)CN(C)C(=O)c2c(C)nn(Cc3ccc(C)cc3)c2Cl)c1	-2.4	-4	nt	21	0.2	-2	nt	-2.5	1
O=C(CN1CCC(O)CC1)N1c2ccccc2C=Cc2ccccc21	0.3	3	0.1	5	0.5	-4	0	-1.8	1
CC1=CC(=NOS(=O)(=O)c2ccc(C)cc2)CC(C)(C)C1	nt	2	-0.4	2	nt	2	-4	-1.1	nt
CCCc1cc(=O)oc2cc(C)cc(OCC(=O)NCCN3CCOCC3)c12	0.7	4	-2.1	-7	0.0	67*	-3	-3.2	2
COc1cc2c(cc1OC)C(=O)NCC(C)(C)O2	-1.8	7	-0.1	19	-0.4	24	-2	-0.6	-3
COc1ccc(CCNC(=O)c2cccs2)cc1	1.4	-6	-1.8	2	3.3	-1	?	0.0	-3
O=C(CSCc1ccccc1)Nc1ccc2c(c1)OCO2	-1.9	9	-0.9	3	-1.6	4	?	-3.7	-1
O=C(NCC(c1ccco1)N1CCc2ccccc21)c1ccccc1F (stereo not drawn)	2.2	-7	?	-11	0.1	0	?	1.1	2
O=C(NC1CCCC1)C(NS(=O)(=O)c1ccc(Br)s1)c1ccccc1 (stereo not drawn)	-0.3	7	-0.5	4	-0.7	-6	5	-2.7	6
O=[N+]([O-])c1ccc2ncnc(N3CCN(Cc4ccc5c(c4)OCO5)CC3)c2c1	0.7	-27	1.2	-2	1.0	-1	-42	-2.7	7
Cc1ccc2nc(NC(=O)c3ccccc3F)sc2c1	3.4	11	1.6	-4	-0.7	3	-21	-4.0	7
COc1cc(NC(=O)c2ccc(F)cc2)c(OC)cc1Cl	1.1	-3	1.4	-7	2.0	0	-5	-1.6	-1
Cc1ccc(C(=O)NNC(=O)CSc2nnc(C3CC3)n2C)cc1	2.2	11	0.7	24	-1.9	3	2	0.6	4
